Growth percent in the NCI-60 one-dose screen (48 h, 10 µM unless noted): 100 = growth as untreated, 0 = no growth, -100 = all killed.
RXF 393: RXF 393 renal cancer cells; 77,000 compounds, 6.9% hits; AID 1794773
OVCAR-8: OVCAR-8 ovarian cancer; 81,000 compounds, 4.4% hits; AID 1794782
A498: A498 renal cancer cells; 76,000 compounds, 5.4% hits; AID 1794774
OVCAR-3: OVCAR-3 ovarian cancer | 79,000 compounds, 7% hits | AID 1794787
OVCAR-4: OVCAR-4 ovarian cancer cells; 80,000 compounds, 3.7% hits
SK-OV-3: SK-OV-3 ovarian cancer cells. 80,000 compounds, 3.2% hits
OVCAR-5: OVCAR-5 ovarian cancer | 82,000 compounds, 2.9% hits | AID 1794783
ACHN: ACHN renal cancer; 81,000 compounds, 4.9% hits; AID 1794771
IGROV1: IGROV1 ovarian cancer; 79,000 compounds, 4.7% hits
* hit, by the source's call; · = no result given; & = joins results of further samples. The calls were made as follows: active = growth percent below 10; inactive = the rest.

structure,OVCAR-3,A498,RXF 393,IGROV1,ACHN,OVCAR-8,SK-OV-3,OVCAR-4,OVCAR-5
CCOC(=O)c1ccc(N(CC)S(=O)(=O)c2ccc(C)cc2)cc1,110,87,100,97,101,97,107,96,98
C=CCn1c(SCC(=O)Nc2ccc(/C(C)=N/O)cc2)nnc1-c1cc(-c2ccc(S(C)(=O)=O)cc2)nc2ccccc12,85,·,83,36,77,59,141,82,96
CC(C)Sc1nc(Oc2ccc(/C=C3/SC(=O)NC3=O)cc2)c(C#N)c(-c2ccc(F)cc2)n1,·,58,99,103,92,80,112,78,108
CCCCCSB(SCCCCC)c1ccccc1,109,95,109,97,105,97,104,100,101
Cc1nn(-c2ccccc2)c(N2CCCCC2)c1/C=N/NC(N)=S,·,51,72,76,81,93,89,72,95
CCn1c(Sc2nn3cc(-c4ccc(Cl)cc4)nc3s2)nc2c1c(=O)n(C)c(=O)n2C,110,·,95,91,102,99,·,98,91
CN1CCN(C(=O)[C@]2(C)CC[C@]3(C)CC[C@]4(C)C(=CC(=O)[C@@H]5[C@@]6(C)CCC(=O)NC(C)(C)[C@@H]6CC[C@]54C)[C@@H]3C2)CC1,101,102,·,100,108,100,91,92,110
Cn1cc(-c2nc(-c3ccc4ccccc4c3)cs2)c2ccccc21,108,42,91,95,101,97,90,91,96
CC(=O)c1cc(C)ccc1O,107,95,130,97,107,97,94,114,102
O=C(Cc1ccccc1)Nc1cccc(N=Cc2ccccc2O)c1,93,115,111,111,110,98,106,102,114
COc1cccc(CN(CCC(=O)O)Cc2cccc(OC)c2)c1,108,114,123,105,110,93,110,103,106
c1ccc(C2c3ccccc3C(c3ccccc3)(c3ccccc3)c3ccccc32)cc1,109,140,95,104,100,101,99,108,116
COc1ccc(-c2nn(-c3ccccc3)cc2/C=C2\SC(=S)N(CCCCCCCCCCC(=O)O)C2=O)cc1OC,96,90,97,86,100,88,103,104,122
Cc1ccc(S(=O)(=O)Nc2ccc(-c3cc(-c4cccc(F)c4)on3)cc2)cc1,106,89,92,92,100,87,106,91,103
CN1CCN(c2ncccc2CNC(=O)[C@@H]2CCCN3CCCC[C@H]23)CC1,113,110,122,·,103,105,99,96,102
CNCC(=O)Nc1cccc(Cl)c1C,114,96,117,134,110,104,112,107,111
c1ccc(Sc2ncnc3ccccc23)cc1,71,82,83,78,91,82,112,76,98
C/C(CCc1ccccc1)=C(/C)C1CC1CCNS(=O)(=O)c1ccc(C)cc1 (centres undefined),114,99,100,98,101,98,·,94,104
Cc1cccc(Nc2nc3c(s2)C2=CC[C@H]4[C@@H]5C[C@@H]6O[C@]7(CC[C@@H](C)CO7)C(C)[C@@H]6[C@@]5(C)CC[C@@H]4[C@@]2(C)CC3)n1 (some centres undefined),87,109,70,95,82,73,99,102,110
CCc1nc(N)nc(-c2nc(N)nc(CC)c2C)c1C,117,109,112,112,97,101,107,107,103
COc1ccc2c(c1)oc1c(C)c3c(c(C)c12)C(=O)N(CCO)C3=O,113,91,105,99,97,95,114,103,100
COC(=O)C1C2CCCCC1C(=O)O2 (centres undefined),106,87,111,109,104,113,102,111,101
COC(=O)c1nc(-c2ccccc2)oc1S(=O)(=O)NCC(c1ccc(Cl)cc1)N1CCOCC1 (centres undefined),35,90,84,61,65,65,97,86,78
FC1(F)C=C(c2ccccc2)C1(Cl)Cl,123,103,·,·,120,108,107,115,115
Cn1cc(-c2cc3ncnc(Nc4ccc(CC(=O)Nc5ccc(C(C)(C)C)cc5)cc4)c3s2)cn1,109,88,93,98,84,103,120,99,118

Compound profiles, from the list above. Values in the order: OVCAR-3	A498	RXF 393	IGROV1	ACHN	OVCAR-8	SK-OV-3	OVCAR-4	OVCAR-5
CCn1c(Sc2nn3cc(-c4ccc(Cl)cc4)nc3s2)nc2c1c(=O)n(C)c(=O)n2C reads 110	·	95	91	102	99	·	98	91
CNCC(=O)Nc1cccc(Cl)c1C reads 114	96	117	134	110	104	112	107	111
CCc1nc(N)nc(-c2nc(N)nc(CC)c2C)c1C reads 117	109	112	112	97	101	107	107	103
C=CCn1c(SCC(=O)Nc2ccc(/C(C)=N/O)cc2)nnc1-c1cc(-c2ccc(S(C)(=O)=O)cc2)nc2ccccc12 reads 85	·	83	36	77	59	141	82	96
O=C(Cc1ccccc1)Nc1cccc(N=Cc2ccccc2O)c1 reads 93	115	111	111	110	98	106	102	114

Back to the main list, starting 2 compounds before the break.
structure,OVCAR-3,A498,RXF 393,IGROV1,ACHN,OVCAR-8,SK-OV-3,OVCAR-4,OVCAR-5
FC1(F)C=C(c2ccccc2)C1(Cl)Cl,123,103,·,·,120,108,107,115,115
Cn1cc(-c2cc3ncnc(Nc4ccc(CC(=O)Nc5ccc(C(C)(C)C)cc5)cc4)c3s2)cn1,109,88,93,98,84,103,120,99,118
C[C@]12CC[C@H]3[C@@H](CC=C4C[C@@H](O)CC[C@@]43C)[C@@H]1CC(=O)C2,108,99,109,104,94,98,119,98,106
CC(=O)c1ccc(NC(=O)c2cc(-c3ccc(S(C)(=O)=O)cc3)nc3ccccc23)cc1,99,89,110,87,88,94,107,99,101
CC(CN(C)C)Oc1ccc(OC(C)CN(C)C)c2c1C(=O)c1ccccc1C2=O (centres undefined),55,60,59,37,28,30,45,72,64
CC(C)(Sc1cc(C(C)(C)C)c(OC(=O)CCC(=O)O)c(C(C)(C)C)c1)Sc1cc(C(C)(C)C)c(OC(=O)CCC(=O)O)c(C(C)(C)C)c1,87,88,85,67,84,77,119,94,119
COc1cc(/C=C/C(=O)c2cccc(-n3cc(-c4ccc(Cl)cc4)[nH]c3=O)c2)cc(OC)c1OC,16,110,54,13,68,29,85,77,·
Cc1cc2c(C)c3cc(C)c(N)cc3nc2cc1N,15,-5.8*,16,-1.9*,9.8*,-6.7*,13,-2.5*,12
CC(=O)Nc1ccc(-c2cc3c(NCc4ccc(F)cc4)ncnc3s2)cc1,82,62,·,61,66,27,70,45,78
CCCCNc1ccc2c3c(cccc13)C(=O)N(c1ccc(/C(=C(\C)c3ccccc3)c3ccccc3)cc1)C2=O,104,94,136,87,101,103,108,91,104
CCOc1ccccc1NC(=O)CN1CCN(C(=O)c2ccco2)CC1,69,95,90,82,69,71,107,71,104
N#Cc1ccc(C(=O)CSc2nc3c(c(Nc4cccc(S(N)(=O)=O)c4)n2)CCC3)cc1,·,·,35,103,95,95,100,90,104
CC1(C)CC[C@]2(c3nnc(-c4cccnc4)o3)CC[C@]3(C)C(=CC[C@@H]4[C@@]5(C)CCC(=O)C(C)(C)[C@@H]5CC[C@]43C)[C@@H]2C1,58,82,87,94,76,74,86,39,115
COc1cc2c(/C=C3\C(=O)Nc4ccc(Br)cc43)c(Cl)n(C)c2cc1C,-24*,3.4*,-24*,-10*,29,18,25,46,13
Cc1ccc2ccccc2c1CSc1ncnc2nc[nH]c12,94,75,102,106,93,94,91,91,106
NC1(CO)COC(c2ccccc2)OC1 (centres undefined),126,107,104,104,96,103,101,130,95
COc1ccc(C(C)=O)cc1S(=O)(=O)Nc1c(N)nc(OC)n(C)c1=O,104,105,100,102,102,94,108,98,106
COc1ccc(C2=Nn3c(N=Nc4c(O)n(Cc5ccccc5)c5ccc(Cl)cc45)nnc3SC2)cc1,91,97,101,68,77,81,103,78,93
Cc1cc2nc(-c3ccccc3O)[nH]c2cc1C,101,86,110,98,87,90,102,80,106
CC(C)(C)n1nc(C2CC2)cc1NC(=O)Nc1ccccc1,125,110,108,115,114,98,115,98,126
O/N=C/c1cccs1,119,102,107,108,97,98,118,115,100
CC(=O)OCc1cc(-c2nc3ccccc3[nH]c2=O)nn1-c1ccc(Cl)cc1,116,100,102,93,102,95,100,96,100
C/C=C\C=C\C(=O)O,109,·,·,90,104,97,110,102,80
N#Cc1ccccc1-c1ccc(CN2C(=O)S/C(=C\c3cccc(Oc4ccccc4)c3)C2=O)cc1,111,107,116,100,107,103,96,98,105
COc1ccc(/C=C/c2nc(Nc3cccc(NC(C)=O)c3)c3ccccc3n2)cc1,98,9.7*,104,100,78,84,100,104,87
NC(N)=NS(=O)(=O)c1ccc(N=NC2C(=O)NN(c3ccccc3)C2=O)cc1 (centres undefined),·,98,106,103,96,104,112,104,101
Cc1ccc(C)n1CCO,129,106,129,106,91,100,102,105,104
COC(=O)c1ccc(NC2=C(Cl)C(=O)c3nc(C)ccc3C2=O)cc1,64,78,90,41,35,70,125,59,105
N=C(N)c1ccccc1,102,60,115,117,105,103,104,105,95
NC(=S)N/N=C/c1ccc2c(n1)C(=O)C(Oc1ccc(F)c(F)c1)=CC2=O,98,·,100,103,106,94,·,93,103
CCOC(=O)CCN1CCN(c2ccccc2)CC1,124,119,109,114,105,105,112,102,106
Cc1ccc2sc3c(NCCCN)nc4ccccc4c3c(=O)c2c1,2.6*,45,71,66,21,38,90,28,86
O=c1cc(C2NNC(=S)N2)c2cc(Cl)ccc2o1 (centres undefined),107,87,111,91,100,102,101,108,104
C/C=C(/C=O)[C@@H](CC=O)CC(=O)OCCc1ccc(O)cc1,101,67,113,113,94,99,121,102,87
Clc1ccccc1C(=Nc1ccccc1)C(=Nc1ccccc1)c1ccccc1Cl,98,101,87,88,101,101,113,90,77
CC(=O)Nc1ccc(C=O)cc1,121&119,71&124,121&115,120&132,104&104,113&100,102&105,105&116,100&107
CN(C)c1cc2c3ccccc3n(C)c2cc1N,105,82,102,83,94,94,96,92,96
CCNC(=S)N/N=C(\C)c1nc2ccc(Cl)cc2[nH]1,57,76,96,65,43,75,76,36,71
COc1ccc(N2C(=O)[C@@H](OC(C)=O)[C@H]2/C=C/c2ccccc2)cc1,107,73,115,109,110,105,99,90,106
O=C1/C(=C/c2cc(C(F)(F)F)ccc2Cl)Cc2cc3c(cc21)OCO3,·,93,75,73,67,86,114,75,89
CCOC(=O)c1c2c(n3cc(C)ccc13)C(=O)c1ccccc1C2=O,77,77,79,64,81,75,95,89,114
CCCCC(=O)N/N=C/c1c(O)ccc2ccccc12,28,82,57,30,30,31,59,23,79
Nc1ccc2c(c1)Cc1cc(NC(=O)C(F)(F)F)ccc1-2,99,85,113,114,104,102,90,109,114
Nc1ccc(S(=O)(=O)c2ccc([N+](=O)[O-])cc2)cc1,108,99,109,111,110,99,119,90,·
O=C(c1nc2ccccc2[nH]1)C1C(c2ccccc2)C2CC3CCCC[C@H]3N2[C@@]12C(=O)Nc1cc(Cl)ccc12 (some centres undefined),61,·,50,49,60,76,84,35,72
CCC1=C(C)C(=O)C2CCCCC2C1=O (centres undefined),107,109,117,98,104,106,94,102,104
Nc1nc(SCc2ccccc2)cc(C(=O)O)n1,104,110,116,101,100,105,106,100,97
C=C(C)C(=O)NCNC(=O)C(=C)C,·,67,91,127,117,102,100,111,103
